Sm TGR inh = inhibitors of Schistosoma mansoni thioredoxin glutathione reductase; Q962Y6; Potency, µM (doses to about 114 µM), without a hit: at the highest dose activity change, negative = inhibition, actives largely listed as inhibitors; purified TGR, DTNB reduction, TNB absorbance 405 nm; 3% of 360,000 active; AID 485364; note: potency is the fitted concentration of half-maximal effect; nearly all actives have a fitted effect of over 60% in size
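Kinetic colorimetric format: TGR-catalysed, NADPH-driven DTNB reduction monitored via TNB absorbance. Enzyme dispensed at 20 nM; compound exposure 15 min at room temperature before reaction start.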
AMA1-RON2 inh = inhibitors of Plasmodium falciparum AMA1-RON2 interaction; AlphaScreen AMA1-biotinylated RON2 peptide binding; Potency, µM (titrated, usually from 58.2 µM), without a hit: at the highest dose activity change, negative = inhibition, most hits filed as inhibitors; 0.2% of 360,000 active; AID 720542;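 note: potency is the fitted concentration of half-maximal effect; 0% = vehicle wells and -100% = peptide control; nearly all actives have a fitted effect of over 45% in size; some results filed as inactive show a strong effect at the top dose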
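AMA1 (3D7) with his tag at 25 nM final met compounds first, then biotinylated RON2 peptide at 25 nM; detection used donor plus acceptor beads, 10 µg/mL apiece, read by AlphaScreen after 30 min at room temperature.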
AmpC detergent = blocks E. coli AmpC beta-lactamase in detergent assay. AID 485294. 0.041% of 370,000 active. P00811. Potency, µM (doses to about 114 µM), inactives show at the top dose activity change, negative = inhibition, hits mostly inhibitors. AmpC hydrolysis of nitrocefin, absorbance 480 nm, 0.01% Triton;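 note: potency is the fitted concentration of half-maximal effect; 0% = no-compound wells and -100% = no-enzyme wells; nearly all actives have a fitted effect of over 25% in size; some results filed as inactive show a strong effect at the top dose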
Target sequence (P00811 whole entry, looked up): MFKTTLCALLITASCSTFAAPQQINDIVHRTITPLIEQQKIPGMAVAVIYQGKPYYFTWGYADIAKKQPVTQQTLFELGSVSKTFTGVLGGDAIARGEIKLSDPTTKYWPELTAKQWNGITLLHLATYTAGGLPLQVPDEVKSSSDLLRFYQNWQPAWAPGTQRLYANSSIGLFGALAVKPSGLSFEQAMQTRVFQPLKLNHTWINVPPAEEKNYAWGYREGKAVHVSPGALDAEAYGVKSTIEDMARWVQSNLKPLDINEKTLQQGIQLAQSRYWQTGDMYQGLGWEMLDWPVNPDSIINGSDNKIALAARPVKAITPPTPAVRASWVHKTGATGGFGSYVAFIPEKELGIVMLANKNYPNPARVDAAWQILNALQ
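20 mM phosphate pH 7.0 + 0.01% (detergent screen) or 0.0001% Triton X-100; 5.3 nM AmpC reagent; cpd preinc 15 min RT; nitrocefin (800 uM stock) to start; A480 q20 s × 4 min; Activity was normalised to no-enzyme and no-compound control wells.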
FBPA Giardia inh = inhibitors of Giardia lamblia fructose-1,6-bisphosphate aldolase; A8B2U2; purified Giardia FBPA; Potency, µM (titrated, usually from 59.6 µM), for the others: at the top dose activity, negative = inhibition, actives largely listed as inhibitors; 0.71% of 290,000 active; note: potency is the fitted concentration of half-maximal effect; nearly all actives have a fitted effect of over 55% in size
Target sequence (A8B2U2 whole entry, looked up): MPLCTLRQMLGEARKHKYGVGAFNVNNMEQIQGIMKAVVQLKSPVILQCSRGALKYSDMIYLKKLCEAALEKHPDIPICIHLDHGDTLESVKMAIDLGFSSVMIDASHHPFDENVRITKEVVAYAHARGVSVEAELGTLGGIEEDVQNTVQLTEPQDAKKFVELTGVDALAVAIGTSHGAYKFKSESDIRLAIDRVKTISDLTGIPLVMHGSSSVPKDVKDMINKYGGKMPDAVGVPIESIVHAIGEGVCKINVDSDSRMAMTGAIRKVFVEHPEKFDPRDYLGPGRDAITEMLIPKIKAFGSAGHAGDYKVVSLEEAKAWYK
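40 nM FBPA preincubated 10 min at RT with compound (up to 57.5 uM final), then substrate plus GAPDH/TPI/NAD/arsenate coupling and diaphorase/resazurin added. Fluorescence read after 20 min at RT, 525/598 nm.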
HCMV inh = blocks human cytomegalovirus replication. activity change, negative = inhibition, % at 57.5 µM. 4.5% of 410,000 active. HFF cells, HCMV-luciferase reporter, 72 h; stronger effect = lower value. AID 1259415; in the data active = activity change below about -60%; inconclusive = no clear call, values can overlap the other calls; inactive = above about -39%
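Compounds were evaluated in HFFs infected with an HCMV luciferase reporter virus (MOI 1 PFU/cell). Luciferase in lysates collected 72 h post infection served as the replication measure.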
AmpC inh no detg = AmpC beta-lactamase inhibition without detergent; Potency, µM (top dose mostly 57.1 µM), for the others: at the top dose activity change, negative = inhibition, usual class: inhibitors; P00811; AmpC nitrocefin hydrolysis, absorbance 480 nm, 0.0001% Triton; 0.52% of 330,000 active;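 note: potency is the fitted concentration of half-maximal effect; plate controls were no compound for no effect and no enzyme for full effect; nearly all actives have a fitted effect of over 20% in size; some results filed as inactive show a strong effect at the top dose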
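AmpC (5.3 nM in the dispensed reagent) in 20 mM phosphate pH 7.0 with 0.01% (detergent screen) or 0.0001% Triton X-100 was preincubated with compounds for 15 min at room temperature. Nitrocefin was then added from an 800 uM solution, and hydrolysis was followed at 480 nm.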
* marks the source's active call; other numbers are inactive results; ? = inconclusive; . = not tested or not shown; [ ] = another dose, or the depositor's remark. Unless noted, calls come from the whole dose curve; as a rule, active = well fitted curve in the direction sought with a large enough effect; inconclusive = small, poorly fitted or top-dose-only effect, or another doubt; inactive = no such curve, though single readings can be large; an effect the other way counts as inactive or inconclusive. Unless noted, % is set by controls: 0 for no effect and ±100 for the full control effect.

entry	SMILES	AmpC inh no detg	Sm TGR inh	AMA1-RON2 inh
1	CCCCOc1ccc(-c2nc(-c3cccnc3)no2)cc1	33%	-22%	18%
2	Cc1ccc(NC(=O)CN(C)C(=O)Cc2c[nH]c3ccccc23)cc1	-12%	.	-2%[11.6 µM]
3	O=C(Nc1ccc(F)cc1)[C@@H](c1ccccc1)N1Cc2ccccc2C1=O	.	4%	.
4	Cc1nn(C)c2c1c(C(F)(F)F)cc(=O)n2C(C)C(=O)NCc1ccc(Cl)cc1 (centres undefined)	.	-3%	.
5	O=C(CCn1c(=O)[nH]c2ccccc2c1=O)N1CCN(c2cccc(C(F)(F)F)c2)CC1	58%	0%	-2%
6	O=C(N/N=C/C=C/c1ccccc1)c1cccc(Br)c1	?	9%	63%[activator]
7	CC(=O)N1CCN(C(=S)NC(=O)C23CC4CC(CC(C4)C2)C3)CC1	-5%	10%	72%[activator]
8	O=C1NC(=O)N(CCc2ccc(F)cc2)C(=O)/C1=C\C=C\c1ccccc1	3.5µM*	?	-7%
9	Cn1nnc(NC(=O)c2ccccc2)n1	-21%	0%	11%
10	CC(OC(=O)Cn1cc(C(F)(F)F)ccc1=O)C(=O)NC(C)c1ccc(Cl)cc1Cl (centres undefined)	121%[activator]	-15%	8%
11	O=C(N/N=C/c1ccc(OC(=O)c2ccc(Br)cc2)cc1)c1ccncc1	-17%	2%	-19%
12	COc1ccc(-c2nc(C)c(CCNC(=O)c3c(F)cccc3F)s2)cc1	.	2%	.
13	COc1ccc(C(=O)NCC(=O)N2CCC(Cc3ccccc3)CC2)cc1OC	69%[activator]	-1%	3%
14	COc1ccccc1-c1noc(-c2ccc(NCC3CCCO3)c([N+](=O)[O-])c2)n1 (centres undefined)	.	0%	.
15	Cc1ccc(NC(=O)C2CCCN2S(=O)(=O)c2ccc3c(c2)C(C)(C)C(=O)N3C)cc1 (centres undefined)	.	10%	.

entry	AmpC detergent	FBPA Giardia inh	HCMV inh
1	-4%	2%	41
2	.	.	-2
3	-7%	.	-5
4	-5%	.	7
5	4%	8%	34
6	?	.	3
7	3%	-10%	-29
8	-2%	1%	-33
9	?	4%	-24
10	3%	.	-20
11	10%	-2%	13
12	1%	.	13
13	?	.	-10
14	-11%	.	34
15	-2%	.	-15

(listing goes on)
entry	SMILES	AmpC inh no detg	Sm TGR inh	AMA1-RON2 inh
16	O=C(CN(Cc1ccco1)C(=O)c1ccc(F)cc1)Nc1ccccc1Br	-25%	.	-4%
17	COCCN1C(=O)/C(=C/c2c(OC)cc(OC)cc2OC)C(=O)N(c2ccccc2)C1=O	-12%	54%[activator]	-7%
18	Cc1nn(-c2ccccc2)c(N)c1-c1ccccc1	-11%	2%	-8%
19	CN(Cc1cccc(F)c1)C(=O)c1ccccc1Sc1ccccc1C#N	29%	1%	-8%
20	COc1ccccc1NC(=O)COC(=O)c1[nH]c(=O)[nH]c(=O)c1N	-20%	.	11%
21	COc1ccc(CN2CCCCCC2)cc1Br	87%	11%	-15%
22	COc1ccc(-c2noc(N(c3ccc(F)c(Cl)c3)c3nc(-c4ccc(OC)c(OC)c4)no3)n2)cc1OC	.	-1%	.
23	O=S(=O)(Nc1ccn(-c2ccccc2)n1)c1ccc(Br)cc1	?	0%	-8%
24	CN1CCN(c2ccccc2/C=C2/C(=O)Nc3ccccc32)CC1	68%[activator]	1%	-3%
25	CCN(C(=O)COC(=O)c1ccc(Cl)c(S(=O)(=O)N2CCCCC2)c1)C1CCS(=O)(=O)C1 (centres undefined)	107%[activator]	.	-14%
26	CC(=O)Nc1cc[n+](C(C)C(=O)c2ccccc2)cc1 (centres undefined)	-8%	8%	6%
27	CCCOC(=O)c1cccc(NC(=O)C(C)(C)C)c1	-4%	1%	9%
28	Cc1ccc(C(=O)N2C(=S)C(c3ccc(F)cc3)=NC23CCN(C)CC3)cc1	-13%	?	-22%
29	CCN(C(=O)c1ccc2c(Cl)c3c(nc2c1)CCC3)c1cccc(C)c1	297%[activator]	-3%	.
30	O=C(COC(=O)c1cccc(Cl)c1Cl)NCCN1C(=O)CSC1=O	-9%	-6%	-6%

entry	AmpC detergent	FBPA Giardia inh	HCMV inh
16	.	.	-3
17	-9%	-9%	-10
18	7%	6%	-10
19	-5%	.	6
20	.	.	-5
21	-5%	?	4
22	-3%	.	-9
23	-11%	-4%	40
24	4%	6%	.
25	.	.	0
26	?	-1%	?
27	2%	8%	24
28	-10%	-5%	-85*
29	-14%	-5%	.
30	-5%	4%	13

Additional entries:
entry	SMILES	AmpC inh no detg	Sm TGR inh	AMA1-RON2 inh
31	Cc1sc(NC(=O)c2ccco2)c(C(c2cccnc2)N2CCN(CCO)CC2)c1C (centres undefined)	98%[activator]	-24%	3%
32	Nc1nc(NC(=O)/C=C/c2ccc(F)cc2)nn1-c1ccccc1	-18%	16%	21%
33	Cc1[nH]c2ccc(Br)cc2c(=O)c1CN1CCCCC1	-14%	-23%	0%
34	COc1ccccc1CCNC(=O)CN1C(=O)c2ccccc2S1(=O)=O	-7%	0%	5%
35	O=c1c2c3c(sc2nc2n1CCCC2)CCC3	-15%	5%	8%
36	Cc1ccc(-n2c3c(cc(C(=O)O)c2=O)C(=O)CC(C)(C)C3)cc1	-18%	4%	-4%
37	O=C(Nc1cccc(F)c1)N(Cc1ccc(Cl)cc1)CC(O)C(F)(F)F (centres undefined)	?	3%	8%
38	O=C(CCc1ccccc1)Nc1cc2c(cc1Cl)OCCO2	-33%	3%	0%
39	Cc1ccc2nc(NS(=O)(=O)c3ccc(Cl)cc3)c(Nc3ccc(C(=O)O)cc3)nc2c1	.	-4%	.
40	CC(C)CC(NS(=O)(=O)c1ccc2c(c1)oc(=O)n2C)C(=O)NCc1ccccc1Cl (centres undefined)	.	-3%	.
41	COc1ccc(F)cc1C(=O)C1CCCN(Cc2cccn2-c2cccnc2)C1 (centres undefined)	42%	-29%	-23%
42	COc1cccc(-c2ccc(C#N)c(=O)[nH]2)c1	-1%	1%	1%
43	C=CCN(C(=O)C1=NN(C2CCS(=O)(=O)C2)C(=O)CC1)c1nc(-c2ccc([N+](=O)[O-])cc2)cs1 (centres undefined)	135%[activator]	-5%	0%
44	COc1ccc(C(CNC(=O)CNC(=O)c2cc(OC)c(OC)c(OC)c2)N2CCOCC2)cc1 (centres undefined)	-11%	-9%	4%
45	c1ccc(N=Nc2cn[nH]c2-c2ccco2)cc1	-13%	0%	-29%

entry	AmpC detergent	FBPA Giardia inh	HCMV inh
31	-4%	14%	-23
32	8%	2%	-14
33	-1%	-1%	14
34	?	.	5
35	-5%	0%	-13
36	1%	13%	11
37	4%	-3%	?
38	?	0%	62
39	13%	.	28
40	-9%	.	-15
41	-1%	-8%	?
42	4%	2%	-15
43	0%	1%	50
44	-12%	.	-12
45	?	4%	-20

Later entries.
entry	SMILES	AmpC inh no detg	Sm TGR inh	AMA1-RON2 inh
46	O=C(c1ccc(S(=O)(=O)N2CCOCC2)cc1)N1CCN(c2ccccc2)CC1	0%	-3%	0%
47	N=C1/C(=C/c2cccn2-c2cccc([N+](=O)[O-])c2)C(=O)N=C2SC=CN12	-8%	4%	.
48	CCOC(=O)CSc1ccc(-c2nc3ccccc3[nH]2)cn1	-26%	10%	-7%
49	COc1cccc(C(c2sc3nc(-c4ccco4)nn3c2O)N2CCCC2)c1 (centres undefined)	.	0%	.
50	Cc1cc(C)n(-c2nc(N(C)C)nc(N(C)C)n2)n1	-4%	-21%	12%
51	CCOc1ccc(CC(=O)NC2CC(C)(C)N(C)C(C)(C)C2)cc1OCC	-1%	0%	-7%
52	Cn1cccc1/C=C1\SC(=S)N(Nc2ccccc2)C1=O	-39%	-4%	-21%
53	CCC1(c2ccccc2)NC(=O)N(CC(=O)Nc2ccc3c(C)cc(=O)oc3c2)C1=O (centres undefined)	-42%	-10%	7%
54	CCOC(=O)c1scc(-c2ccc(C)cc2)c1S(=O)(=O)Nc1cccc(CC)c1	.	-4%	.
55	Cn1c(-c2sc3ccccc3c2Cl)n[nH]c1=S	-29%	-9%	68%[activator]
56	COc1ccc(/C(O)=C2/C(=O)C(=O)N(c3ccccn3)C2c2ccc(OC)cc2)cc1 (centres undefined)	-8%	8%	3%
57	CN(C)c1ccc(NC(=O)Cn2c(SCc3ccc(F)cc3)nc3cccnc32)cc1	.	-1%	.
58	CC(C)(C)C(=O)COC(=O)C1CC(=O)N(c2ccccc2)C1 (centres undefined)	-2%	-1%	-10%
59	CC(=O)Nc1ccc(OS(=O)(=O)c2cc(Cl)ccc2C)cc1	-3%	11%	-4%
60	CN(CC(=O)Nc1ccccc1C(=O)N1CCCC1)S(=O)(=O)c1ccc(Cl)cc1	24%	-2%	-1%
61	O=C(Nc1nccs1)C1CCN(S(=O)(=O)c2cnc[nH]2)CC1	-15%	5%	30%

entry	AmpC detergent	FBPA Giardia inh	HCMV inh
46	-15%	0%	4
47	?	3%	.
48	-1%	0%	0
49	0%	.	34
50	-11%	-1%	-5
51	-6%	.	-1
52	3%	-1%	-37
53	?	.	-23
54	-3%	.	-12
55	-1%	20%	19
56	1%	1%	18
57	0%	.	5
58	1%	2%	-35
59	-10%	2%	?
60	3%	3%	52
61	13%	-5%	-13

High-throughput results (PubChem BioAssay)
